Assay outcomes deposited in PubChem by Sanford-Burnham Center for Chemical Genomics.
UPR CHOP act: apoptotic UPR (CHOP) activation; activation, % at 10 µM; actives 0.34% (n = 330,000); CHO-CHOP luciferase reporter, luminescence; percent of tunicamycin response over DMSO baseline; AID 449763;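 active = at 10 µM dose, activation of 40% or more, normalized to positive control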;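 also: 100% = tunicamycin at 10 µg/mL and 0% = DMSO alone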
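System: CHO-CHOP luciferase reporter cell line; amount: 500 cells/well; buffer or medium: F12 medium containing 10% fetal bovine serum; incubation: 6 h compound exposure at 37 °C after overnight seeding; measured by: luciferase luminescence after 10 min with Steady-Glo reagent; evaluation: % reporter activation, DMSO baseline versus tunicamycin full activation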
tim10-1 inh: tim10-1 yeast growth inhibition; inhibition, % at 20 µM; actives 2.2% (n = 330,000); S. cerevisiae tim10-1 ts strain growth, BacTiter-Glo, 24 h; AID 463190;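 active = inhibition of at least 40%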;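 also: mutant grown at 25 °C; 0% = DMSO wells with yeast and 100% = wells holding no yeast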
NR3A LBD binder: NR3A (human) ligand-binding domain modulation | NR3A LBD differential scanning fluorimetry, Tm shift; 0% = protein alone, 100% = glycine-bound protein | Tm shift relative to glycine control, % at 25 µM | actives 2.5% (n = 340,000) | AID 1259313;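 active = melting temperature shift of at least 10% of the positive control shift, at one fixed dose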
tim23-1 inh: growth inhibitors of tim23-1 mutant yeast | AID 463212 | actives 1.3% (n = 330,000) | inhibition, % at 20 µM | S. cerevisiae tim23-1 growth, BacTiter-Glo luminescence, 24 h;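 active = growth inhibition of the mutant yeast at or above 50%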;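 also: temperature-sensitive mutant grown at 25 °C; plate controls were DMSO-treated mutant yeast for no effect and medium wells lacking yeast for full effect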
Mdm2 MdmX PPI: human Mdm2/MdmX binding inhibition; O15151+Q00987; SaOS-2 split-luciferase Mdm2/MdmX complementation, luminescence; actives 3% (n = 330,000); inhibition, % at 8 µM;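 active = inhibition of at least 50% at 8 µM in the primary screen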
NLRP3 yeast inh: NALP3 inhibition in yeast; Yeast reconstituted NLRP3/ASC/caspase-1, beta-gal luminescence, 24 h; inhibition, % at 10 µM; actives 0.39% (n = 330,000);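 active = inhibition of 50% or more; inactive = inhibition below 50%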;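 also: plate controls were induced DMSO wells for no effect and uninduced yeast grown without galactose for full effect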
UPR XBP1 act: activators of adaptive arm of unfolded protein response (XBP1) | activation, % at 20 µM | AID 463104 | CHO-XBP1 luciferase reporter, IRE1-XBP1 UPR activation, luminescence; percent of tunicamycin response, DMSO as zero | actives 0.33% (n = 330,000);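 active = versus positive control, 20 µM dose yields 30% or more activation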;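 also: 100% = tunicamycin at 10 µg/mL and 0% = DMSO only wells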
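Material: CHO cell line with stable XBP1 luciferase reporter; schedule: 16-18 h cell attachment at 37 °C, then 6 h compound exposure; signal: glow luminescence from Steady-Glo reagent; medium: serum-containing F12 medium, 10% FBS; benchmarks: tunicamycin 10 µg/mL and vehicle-only wells; read-out: percent activation relative to tunicamycin reference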
APJ ag: activates the human apelin receptor APJ; P35414; CHO-K1 APJ PathHunter beta-arrestin, luminescence; 0% DMSO wells, 100% apelin; activation, % at 20 µM; actives 0.11% (n = 330,000); AID 2520;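 active = activation more than six SD over the plate average, tested at 20 µM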;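 also: 0% = DMSO alone and 100% = apelin-13 at 10 nM; some results filed as inactive read as strong as hits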
Target sequence (P35414 whole entry, looked up): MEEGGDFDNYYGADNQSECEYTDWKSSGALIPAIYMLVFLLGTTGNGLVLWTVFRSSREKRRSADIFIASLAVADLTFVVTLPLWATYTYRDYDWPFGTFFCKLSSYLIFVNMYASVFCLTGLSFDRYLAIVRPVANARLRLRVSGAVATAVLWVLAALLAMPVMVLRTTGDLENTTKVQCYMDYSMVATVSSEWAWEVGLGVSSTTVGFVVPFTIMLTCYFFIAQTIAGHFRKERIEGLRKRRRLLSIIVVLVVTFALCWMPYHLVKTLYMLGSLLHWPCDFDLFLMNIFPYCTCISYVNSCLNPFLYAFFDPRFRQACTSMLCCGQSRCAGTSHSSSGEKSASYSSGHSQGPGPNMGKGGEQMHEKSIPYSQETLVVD
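Assay system – PathHunter CHO-K1 APJ (AGTRL-1) beta-arrestin reporter cells · Compound – one dose, 20 µM compound, 1% DMSO · Timing – compound 90 min 25 °C, reagent 1 h · Measured by – luminescence from split beta-galactosidase complementation, Galacton Star/Emerald II substrate · Measure – beta-arrestin recruitment to APJ as agonist activity, luminescent signal · Benchmarks – DMSO vs Apelin-13 10 nM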
TIM10 inh: inhibits growth of TIM10 yeast strain | S. cerevisiae TIM10 strain growth, BacTiter-Glo luminescence, 24 h | actives 1.4% (n = 330,000) | AID 463195 | inhibition, % at 10 µM;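 active = inhibition of 40% or more at the single tested concentration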;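 also: wild-type TIM10 isogenic control strain grown at permissive 25 °C; 0% = DMSO yeast wells and 100% = minimal medium wells without yeast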
Starred values were filed as active, the others as inactive; x = no result given.

SMILES | UPR CHOP act | tim10-1 inh | NR3A LBD binder | tim23-1 inh | Mdm2 MdmX PPI | NLRP3 yeast inh | UPR XBP1 act | APJ ag | TIM10 inh
COc1ccc2[nH]c3c(c2c1)CCN1C(=O)C(CC(=O)NCC24CC5CC(CC(C5)C2)C4)C[C@H](C(=O)N(C(C)C)C(C)C)[C@@]31C (stereo not given in full) | 1.7 | 10 | -1 | 31 | 31 | x | 9 | x | -2
CN1CCN(c2nc3ccccc3nc2C(C#N)S(=O)(=O)c2ccccc2)CC1 (stereo not given) | 2.0 | 10 | -2 | 6 | 38 | 1 | 1 | 0 | 7
O=C(CNC(=O)c1ccc([N+](=O)[O-])cc1)c1ccccc1 | 1.0 | 2 | 1 | 0 | -8 | 12 | -2 | 0 | -6
COCCC(=O)N1CCC(Oc2ccc(C(=O)NCCC3=CCCCC3)cc2)CC1 | 0.5 | 15 | 3 | 12 | 28 | 3 | -2 | -3 | 9
CC1(c2nnc(-c3ccccc3)o2)CC(c2ccncc2)=NO1 (stereo not given) | 0.7 | -13 | -3 | -3 | -26 | 5 | -3 | 7 | 2
COCCn1nnnc1C(c1ccc(O)c(OC)c1)N1CCc2ccccc2C1 (stereo not given) | 0.6 | 15 | 2 | -5 | -6 | 10 | -2 | -1 | 8
CN(C)S(=O)(=O)c1ccc(Cl)c(NC(=O)COC(=O)/C=C/c2ccc(S(=O)(=O)N3CCOCC3)cc2)c1 | 5.7 | 11 | 3 | 12 | 14 | 9 | -2 | 1 | -1
CCn1ccnc1CNCc1cn(-c2cc(C)ccc2C)nc1-c1ccccc1 | -3.1 | 27 | 7 | -2 | 11 | -7 | 1 | -3 | 13
Cc1cccc(Cn2nc(C)cc2NC(=O)CCCn2ccc([N+](=O)[O-])n2)c1 | 1.3 | 31 | -1 | 10 | 9 | -9 | -2 | -1 | 22
CCCCNC(=O)c1ccc2c(c1)C(=O)N(Cc1ccncc1)C2=O | -2.7 | 3 | 2 | 4 | 2 | 10 | -5 | -2 | -4
O=C(CN1CCN(Cc2ccccc2Cl)CC1)N/N=C/c1cccs1 | 1.1 | 3 | -2 | 18 | 11 | 18 | -4 | -6 | 9
Cc1c(C(=O)NCC2COc3ccccc3O2)oc2ccc(S(=O)(=O)N3CCOCC3)cc12 (stereo not given) | 5.7 | 42* | -1 | 17 | 33 | 14 | 1 | 7 | 27
COC(=O)C1CCN(C(=O)CSc2nnc(-c3ccccc3)o2)CC1 | 18 | -14 | 0 | -7 | 12 | 23 | 2 | 6 | 0
Cc1ccc(-n2ncc3c(=O)n(CC(N)=O)cnc32)cc1 | 1.4 | -9 | 0 | 11 | 7 | 27 | -5 | -1 | 1
Fc1ccc(-[n+]2nc(Nc3ccccc3)sc2-c2c(Cl)cccc2Cl)cc1 | -2.5 | 30 | -2 | 33 | 67* | 34 | 4 | 16 | 22
Cc1ccc2cc(C#N)c(SCC(=O)NCc3ccco3)nc2c1 | 0.7 | 22 | 1 | 12 | 2 | -7 | 1 | 0 | 8
CCCCn1c(N)c(N(CC)C(=O)c2cc(OC)cc(OC)c2)c(=O)[nH]c1=O | -2.2 | -11 | 1 | 18 | 11 | -5 | -2 | 1 | -3
c1csc(-c2nnc(Cc3cccc4ccccc34)o2)c1 | 2.0 | 45* | -3 | 26 | -12 | 12 | 0 | -3 | 6
COc1ccc(OC)c(S(=O)(=O)Nc2ccccc2F)c1 | -0.9 | 8 | -1 | 9 | 8 | -5 | -6 | 4 | 4
COc1ccc(NC(=O)COC(=O)Cc2c(F)cccc2Cl)cc1 | -1.4 | 43* | -4 | 18 | -26 | 14 | 1 | -4 | 4
Cc1ccc(S(=O)(=O)N(C)CC(=O)NCC(c2ccc(F)cc2)N2CCOCC2)cc1 (stereo not given) | 2.1 | 9 | -3 | 3 | 14 | 18 | -6 | -3 | 19
C=CCN1C(=O)C(Cc2ccc(F)cc2)S/C1=N/N=C/c1cccs1 (stereo not given) | -1.9 | 20 | -3 | 17 | 15 | 16 | -5 | -1 | 16
Cc1c(Cl)cccc1NC(=O)Nc1c(C)n(C)n(-c2ccccc2)c1=O | -0.6 | 5 | 1 | 4 | 1 | 13 | -2 | 14 | 8
CC(=O)NCCC(=O)Nc1nc2ccc(Oc3ccccc3)cc2s1 | 4.1 | 4 | -2 | 27 | -117 | 5 | 3 | 3 | 18

Among those listed so far, these have a halogen.
SMILES | UPR CHOP act | tim10-1 inh | NR3A LBD binder | tim23-1 inh | Mdm2 MdmX PPI | NLRP3 yeast inh | UPR XBP1 act | APJ ag | TIM10 inh
CN(C)S(=O)(=O)c1ccc(Cl)c(NC(=O)COC(=O)/C=C/c2ccc(S(=O)(=O)N3CCOCC3)cc2)c1 | 5.7 | 11 | 3 | 12 | 14 | 9 | -2 | 1 | -1
O=C(CN1CCN(Cc2ccccc2Cl)CC1)N/N=C/c1cccs1 | 1.1 | 3 | -2 | 18 | 11 | 18 | -4 | -6 | 9
Fc1ccc(-[n+]2nc(Nc3ccccc3)sc2-c2c(Cl)cccc2Cl)cc1 | -2.5 | 30 | -2 | 33 | 67* | 34 | 4 | 16 | 22
COc1ccc(OC)c(S(=O)(=O)Nc2ccccc2F)c1 | -0.9 | 8 | -1 | 9 | 8 | -5 | -6 | 4 | 4
COc1ccc(NC(=O)COC(=O)Cc2c(F)cccc2Cl)cc1 | -1.4 | 43* | -4 | 18 | -26 | 14 | 1 | -4 | 4
Cc1ccc(S(=O)(=O)N(C)CC(=O)NCC(c2ccc(F)cc2)N2CCOCC2)cc1 (stereo not given) | 2.1 | 9 | -3 | 3 | 14 | 18 | -6 | -3 | 19
C=CCN1C(=O)C(Cc2ccc(F)cc2)S/C1=N/N=C/c1cccs1 (stereo not given) | -1.9 | 20 | -3 | 17 | 15 | 16 | -5 | -1 | 16
Cc1c(Cl)cccc1NC(=O)Nc1c(C)n(C)n(-c2ccccc2)c1=O | -0.6 | 5 | 1 | 4 | 1 | 13 | -2 | 14 | 8

Compounds were not picked by outcome. About 8.2% of those tested had a hit in this group.
